Assay outcomes (PubChem BioAssay)
CASP6 VEID inh – blocks human caspase-6 cleavage activity | purified caspase-6, Z-VEID-R110 cleavage fluorescence | inhibition, % at 12.5 µM | hit rate 0.53% among 350,000;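 active means mean inhibition across replicates at least about 35%, with every replicate also reaching that limit, limit read from the data; inconclusive means only one of the two criteria met; inactive means neither criterion met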;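 further: 0% = median of neutral control wells and 100% = no fluorescence left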
Target sequence (P55212 24-179 limits assumed): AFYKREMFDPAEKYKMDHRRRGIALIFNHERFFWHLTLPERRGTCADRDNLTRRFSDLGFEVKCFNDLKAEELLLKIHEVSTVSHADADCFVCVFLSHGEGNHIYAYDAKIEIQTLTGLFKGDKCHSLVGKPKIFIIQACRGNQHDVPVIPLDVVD
Target sequence (P55212 194-293 limits assumed): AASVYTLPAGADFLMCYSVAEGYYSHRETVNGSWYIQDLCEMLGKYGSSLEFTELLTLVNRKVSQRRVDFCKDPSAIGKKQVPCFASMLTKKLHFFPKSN
EWS-Fli block – EWS/Fli transcriptional activity inhibition; A673 NR0B1-luciferase reporter, viability-normalised; inhibition, % at 12.6 µM; hit rate 0.67% among 350,000;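 active means mean inhibition of at least 50% after viability correction, with every replicate also passing that limit; inconclusive means mean reaches 50% but only one of two replicates passes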;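 further: firefly luciferase signal divided by Alamar Blue viability fluorescence both relative to DMSO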
FN deposition inh – fibronectin deposition inhibition. AH1F fibroblasts, Alexa488-fibronectin deposition fluorescence, overnight. inhibition, % at 12.6 µM. hit rate 0.086% among 350,000. AID 743247;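 active means mean inhibition across replicates of 30% or more, regardless of how many single replicates reach that level; inconclusive means mean under 30% yet at least half of replicates reach 30%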;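 further: positive control wells lacked labelled fibronectin entirely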
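test system = AH1F fibroblasts assembling fluorescent fibronectin matrix | quantity = 10000 AH1F cells per well | buffer or medium = DMEM plus 2% serum, read in PBS | doses = single dose, pinned | incubation = 1 h cell attachment, overnight exposure to compound and label | detection = fluorescence at 485 nm excitation, 525 nm emission | read-out basis = inhibition from reduced deposited-fibronectin fluorescence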
LGR2 inh – Drosophila LGR2 receptor signaling inhibition; HEK293 LGR2, CRE-luciferase, bursicon-stimulated, 4 h; inhibition, % at 9.99 µM; hit rate 0.35% among 380,000;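 active means drop in luminescence signal, shown as inhibition above about 50% in the replicate tests, limit read from the data, passing the limit was not always enough; inconclusive means probably only some replicates passing the limit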;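 further: agonist challenge used bursicon conditioned medium at about half maximal strength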
PGC1a acetyl inh – modulators of PGC1a acetylation; hit rate 0.17% among 350,000; inhibition, % at 15.6 µM; U2OS PGC1a acetylation, AlphaScreen anti-acetyl-lysine; with virally co-expressed GCN5 acetyltransferase; AID 651687;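 active means every replicate shows inhibition of at least 40%; inconclusive means mean inhibition at least 40% but some replicate below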;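 further: 0% = neutral control wells and 100% = positive control wells; some results beyond the cut were filed as inactive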
miR-122 sensor – miR-122 inhibition in Huh7 cells; Huh7 miR-122 Renilla luciferase sensor, 48 h; neutral wells = 0, positive control = 100; activation (reporter increase), % at 12.5 µM; hit rate 0.3% among 340,000;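 active means mean replicate activation score at least 90 and every replicate individually at or above 90; inconclusive means only one of the two criteria met; inactive means neither criterion met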;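 further: higher luciferase means less miR-122 activity so hits act as miR-122 inhibitors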
PAX8 reporter – lowers PAX8-driven luciferase in RMG-I cells; RMG-I TPO-luciferase reporter, SteadyGlo, 24 h; inhibition, % at 12.6 µM; hit rate 1.2% among 360,000;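 active means mean replicate inhibition at least 60% with every replicate also reaching 60%; inconclusive means only one of the two criteria is met; inactive means mean below 60% and not all replicates reaching 60%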;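 further: luciferase light reporting Pax8 driven TPO promoter activity; plate controls were median of neutral control wells for no effect and mitoxantrone controls for full effect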
Cneo AK release – causes C. neoformans cell lysis; adenylate kinase release luminescence, 4 h; normalised: neutral wells 0, clomiphene wells 100; hit rate 0.2% among 360,000; lysis activity, % at 15 µM;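 active means mean lysis activity across replicates of at least 80%, whatever share of replicates individually reach that level; inactive means mean lysis activity below 80%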
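Assay system: Cryptococcus neoformans yeast cells / Dosing: single-point compound dose / Timing: 4 h at 37 °C static, read 1 h later / Measured by: luminescence of released adenylate kinase using an AK detection reagent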
* hit, by the source's call; ? = inconclusive; · = no result given; & = joins results of further samples; [ ] = dose if it differs, or a comment.

The line under a structure holds: PAX8 reporter | miR-122 sensor | EWS-Fli block | LGR2 inh | PGC1a acetyl inh | FN deposition inh | CASP6 VEID inh | Cneo AK release
- CO[C@@H]1CN(C)C(=O)c2ccc(NC(=O)Nc3cc(F)ccc3F)cc2OC[C@@H](C)NC[C@H]1C
    · | 8[16.7 µM] | 13 | -10 | -2 | 7 | 2 | -1
- CCC1=C(OC(=O)N(CC)CC)N2C(=O)OC(=NCC(=O)OC)[C@]2(Cc2ccccc2)[C@H]2C1=CC[C@H]1C(=O)N(C)C(=O)[C@H]12
    -18 | 4 | 1 | 2 | · | -9 | · | -1
- C[C@H]1CN([C@@H](C)CO)C(=O)c2cc(NC(=O)Nc3ccc4c(c3)OCO4)ccc2O[C@@H]1CN(C)S(=O)(=O)c1ccccc1
    · | 0[16.7 µM] | -3 | 9 | -7 | · | 2 | 57
- Cc1cccc(NC(=O)CN2C(=O)C(C)Oc3ccccc32)n1 (centres undefined)
    -1 | -3 | 0 | -2 | · | 6 | 0 | ·
- O=C(C/C(=N\NC(=O)c1ccccc1Br)C(F)(F)F)c1cccs1
    ? | · | 1 | 5 | · | 8 | -2 | ·
- O=C1N(Cc2cccc(Cl)c2)C[C@@H]2C[C@@H](c3c[nH]c4ccccc34)N3CCC[C@@]123
    33 | -10 | 15 | -11 | 3 | -12 | 0 | 2
- CN1OC[C@@H]2CN3C(=O)N(c4ccccc4)c4ccccc4[C@@H]3C[C@@H]21
    0 | 0 | 1 | 2 | -3 | -7 | -3 | 0
- COc1cc(NC(=O)Cn2nc(C(F)(F)F)c(Br)c2C)cc([N+](=O)[O-])c1
    19 | 0 | -2 | 6 | · | -16 | 2 | -3
- C[C@@H]1CN([C@H](C)CO)C(=O)c2cc(C#CCc3ccccc3)cnc2O[C@H]1CN(C)Cc1ccccn1
    · | -3[16.7 µM] | 1 | 15 | -13 | -15 | -1 | -3
- CO[C@@H]1CN(C)C(=O)c2cc(NC(=O)c3ccc(F)cc3)ccc2OC[C@H](C)N(C)C[C@H]1C
    -6 | 1[16.7 µM] | -4 | -17 | · | 8 | -1 | 3
- Cc1nc(Cl)sc1C(=O)Nc1cc(F)cc(F)c1
    22 | 4 | 5 | 5 | 8 | 0 | 0 | -1
- COc1cccc(-c2ccc3c(c2)[C@H]2[C@H](CCN2S(=O)(=O)c2cccc(OC)c2)[C@@H](CO)N3)c1
    29 | 28[16.7 µM] | -6 | 14 | -8 | 4 | 10 | -4
- CCCC(=O)Nc1nnc(CCOC)s1
    -13 | 1 | 6 | · | 4 | -5 | 7 | 0
- CCC(=O)N(C)C[C@H]1Oc2cc(Br)ccc2S(=O)(=O)N([C@@H](C)CO)C[C@H]1C
    -16 | -2 | -8&-10&-16 | -13&-24 | 5&-4&5 | 2&-4 | 0&-1&1 | 1&2&-3
- O=C(Nc1ccc(C(=O)N2CCOCC2)cc1)c1cc(-c2cccnc2)nc2ccc(Cl)cc12
    38 | -7 | 20 | 4 | -11 | 5 | -4 | -8

Random excerpt: 2 compounds from above, in no set order.
The line under a structure holds: PAX8 reporter | miR-122 sensor | EWS-Fli block | LGR2 inh | PGC1a acetyl inh | FN deposition inh | CASP6 VEID inh | Cneo AK release
- Cc1cccc(NC(=O)CN2C(=O)C(C)Oc3ccccc32)n1 (centres undefined)
    -1 | -3 | 0 | -2 | · | 6 | 0 | ·
- CCC1=C(OC(=O)N(CC)CC)N2C(=O)OC(=NCC(=O)OC)[C@]2(Cc2ccccc2)[C@H]2C1=CC[C@H]1C(=O)N(C)C(=O)[C@H]12
    -18 | 4 | 1 | 2 | · | -9 | · | -1

(next part)
The line under a structure holds: PAX8 reporter | miR-122 sensor | EWS-Fli block | LGR2 inh | PGC1a acetyl inh | FN deposition inh | CASP6 VEID inh | Cneo AK release
- CC(=NNC(=O)c1ccncc1)c1cc(Cl)ccc1Cl
    17 | -5 | -4 | -4 | -4 | 6 | 3 | -1
- O=C(NCCCn1ccnc1)c1ccc(N2CCCCC2)c([N+](=O)[O-])c1
    5 | · | 8 | -13 | · | · | -4 | ·
- C[C@H]1CN([C@@H](C)CO)S(=O)(=O)c2ccc(C#CCN(C)C)cc2O[C@H]1CN(C)CC1CC1
    · | 0[16.7 µM] | 1 | 26 | 4 | 5 | 2 | 10
- Cc1c(C(C)(C)C)sc(=NC(=O)c2ccccc2O)n1C
    -139 | 9 | -35 | -87 | -11 | -3 | 1 | -2
- CCc1nnc(NC(=O)c2ccc3c(c2)C(=O)N(CC)C3=O)s1
    · | 8 | · | · | -12 | -4 | · | 1
- CO[C@H]1CN(C)C(=O)c2cc(NC(=O)c3ccccc3)ccc2OC[C@@H](C)N(C(=O)C2CC2)C[C@H]1C
    · | 0[16.7 µM] | -1 | -7 | -1 | -2 | -1 | 0
- COc1ccc2c(c1)C(=O)C1NC(=O)NC(=O)C1(Br)N2 (centres undefined)
    -6 | · | 3 | -19 | 8 | -2 | 0 | 0
- CCCC(=O)N(Cc1cccnc1)c1nc2c(OC)ccc(Cl)c2s1
    -6 | 1 | 1 | 3 | -7 | 11 | -4 | 0
- Cc1ccc(NC(=S)NNC(C)(C)C)cc1
    -50 | 3 | 14 | -13 | -3 | -11 | -5 | -4
- CCOC(=O)c1cn2nc(Oc3cccc(C(F)(F)F)c3)ccc2n1
    9 | -6 | -5 | 7 | -13 | -3 | 2 | ·
- Cc1ccc(S(=O)(=O)N2C[C@@H]3[C@H]4CC[C@H](C4)[C@@H]3[C@@H](C)[C@H]2c2ccco2)cc1
    27 | · | 6 | 16 | · | 0 | 0 | -2
- CC(C)c1cc(C(=O)N2CCCC(Nc3ccc(F)cc3)C2)n[nH]1 (centres undefined)
    -17 | · | -9 | -7 | 3 | 1 | 3 | -1
- Cc1cccc(C(O)c2ncc(-c3ccccc3Cl)[nH]2)c1C (centres undefined)
    3 | 48 | -5 | -15 | -3 | -6 | -4 | -1
- COc1ccc(-c2cc3nc(C)c(CCC(=O)N4CCN(c5ccccn5)CC4)c(C)n3n2)c(OC)c1
    -19 | · | 12 | -2 | · | -2 | -1 | ·
- O=C(Nc1ccc2oc(-c3ccc(Cl)c(Cl)c3)nc2c1)c1ncn[nH]1
    -119 | 4 | · | · | · | 3 | · | 2
- COc1cc(CNCCNC(=O)c2cccs2)cc(OC)c1OC
    21 | -4 | 10 | -20 | 2 | 7 | -3 | -1
- Cc1ccc(S(=O)(=O)Nc2cccc3c2O[C@H](CN(C)Cc2ccc(C(=O)O)cc2)[C@@H](C)CN([C@@H](C)CO)C3=O)cc1
    · | 3[16.7 µM] | -11 | 3 | 2 | · | -2 | -1
- COCCNCC(=O)Nc1nc(C)cs1
    -3 | · | -8 | -25 | · | · | -1 | ·
- Cc1ccc(C(=O)NCC(=O)OCC(=O)N(CC(C)C)c2c(N)n(Cc3ccccc3)c(=O)[nH]c2=O)cc1
    -12 | · | 1 | -3 | · | 2 | 0 | ·
- C[C@@H]1CN([C@H](C)CO)C(=O)c2cc(NC(=O)Cc3ccccc3)ccc2O[C@@H](C)CCCCO[C@@H]1CN(C)Cc1ccncc1
    11 | -1[16.7 µM] | 10 | 4 | 20 | 7 | 3 | -1
- CCCC#Cc1ccc2c(c1)O[C@@H](CN(C)CC1CCOCC1)[C@@H](C)CN([C@H](C)CO)S2(=O)=O
    -8 | -2[16.7 µM] | 15 | 3 | 5 | · | -3 | 14
- COc1c(Cl)cc(C(=O)Nc2cccnc2)cc1Cl
    -7 | 7 | -6 | -2 | · | 2 | -3 | 0
- COc1ccc2c3c(n(C)c2c1)[C@@H](CO)N(Cc1ccncc1)CC31CN(C(=O)Nc2cccc(F)c2)C1
    -26 | · | -5 | 17 | -9 | -10 | -3 | ·
- Cc1ccc(S(=O)(=O)Nc2ccc3c(c2)CC(=O)N([C@H](C)CO)C[C@@H](C)[C@@H](CN(C)C(=O)NC2CCCCC2)O3)cc1
    -2 | 2[16.7 µM] | 10 | -4 | -5 | · | 1 | -1
- CC1CC(C)CN(CCCNC(=O)CN2C(=O)CSc3ccc(S(=O)(=O)N4CCCCC4)cc32)C1 (centres undefined)
    2 | -2 | 11 | 8 | 2 | -8 | -18 | 3
- CCN(CC)C(CNC(=O)CSc1nnnn1-c1c(C)cccc1C)c1ccco1 (centres undefined)
    1 | 6 | 0 | 6 | -4 | -3 | 3 | ·
- CSc1ncccc1C(=O)OCC(=O)Nc1ccc(N2CCOCC2)cc1
    -18 | -2 | -1 | -4 | -4 | 4 | -1 | 1
- COc1ccccc1CNc1cc(C)ccc1C
    · | 3 | -6 | 5 | 3 | · | 19 | -1
- Nc1ccc(C(=O)C(=O)c2ccc(N)cc2)cc1
    5 | 2 | -16 | -3 | · | 13 | 0 | -4
- CC(C)(C)NC(=O)CN(C(=O)Cn1nnc(-c2ccccc2F)n1)c1cccc2c1CCCC2
    0 | -10 | · | · | -6 | · | · | -2
- C[C@H]1CN([C@@H](C)CO)S(=O)(=O)c2ccc(C#Cc3ccncc3)cc2O[C@@H]1CN(C)S(=O)(=O)c1ccc(F)cc1
    · | -5[16.7 µM] | 11 | 11 | 0 | · | 0 | 28
- C[C@@H]1CN([C@@H](C)CO)C(=O)c2cc(-c3cccnc3)cnc2O[C@@H]1CN(C)C(=O)C1CCOCC1
    · | -6[16.7 µM] | -13 | -9 | 10 | · | 2 | -2
- COc1ccc2cc(C(C)C(=O)NC3CCC(O)CC3)ccc2c1 (centres undefined)
    -13 | 0 | -3 | 0 | · | -4 | -2 | 2
- CC(C)(C)OC(=O)NC(CCNC=C1C(=O)OC(C)(C)OC1=O)C(=O)O (centres undefined)
    · | 4 | 4 | -17 | 0 | · | -2 | 0
- C[C@H]1CN([C@@H](C)CO)C(=O)c2cc(C#CCN(C)C)cnc2O[C@@H]1CN(C)Cc1ccccc1
    · | 0[16.7 µM] | 4 | 3 | 4 | -4 | 0 | 1
- CCN1CCCC(OC(=O)Nc2ccccc2)C1 (centres undefined)
    -17 | 3 | · | · | 10 | 9 | · | -1
- COC(=O)CCC(=O)Nc1cc(Cl)cc(Cl)c1
    70* | -3 | -3 | 36 | 0 | -2 | -3 | ·
- C[C@H]1CN([C@@H](C)CO)C(=O)c2cc(NC(=O)C3CC3)ccc2O[C@H]1CN(C)Cc1ccc2c(c1)OCO2
    -9 | -6[16.7 µM] | 5 | 4 | -4 | · | -6 | -2
- C[C@H]1CN([C@@H](C)CO)C(=O)Cc2cc(NC(=O)Nc3ccc4c(c3)OCO4)ccc2O[C@H]1CN(C)C(=O)Nc1ccccc1
    5 | -10[16.7 µM] | -8 | 3 | 4 | · | · | 1
- O=C(O)CN(Cc1ccccc1)S(=O)(=O)c1ccc(F)cc1
    · | 9 | · | · | 9 | -23 | · | -2
- C[C@H]1CN([C@@H](C)CO)S(=O)(=O)c2ccc(-c3ccc(C(=O)N(C)C)cc3)cc2O[C@@H]1CN(C)C(=O)Cc1ccccn1
    23 | -2[16.7 µM] | -2 | 12 | 9 | · | 1 | -2
- Brc1ccccc1CN1CCN(Cc2c[nH]c3ccccc23)CC1
    63* | · | 45 | 4 | · | 14 | -9 | ·
- CC(C)CNC(=O)C1(C)CCCCCN1C(=O)c1cc(C#N)cs1 (centres undefined)
    -6 | -2 | -4 | 4 | 7 | 4 | · | 3
- CNC[C@@H]1OCCCC[C@@H](C)Oc2ccc(NS(=O)(=O)c3ccc(C)cc3)cc2C(=O)N([C@@H](C)CO)C[C@@H]1C
    -10 | 4[16.7 µM] | 7 | 16 | 6 | -3 | -3 | 2
